Source: PubChem BioAssay
USP2a inh: qHTS Assay for Inhibitors of Ubiquitin-specific Protease USP2a Using CHOP2 as the Reporter. Ubiquitin carboxyl-terminal hydrolase 2 (Homo sapiens), O75604. USP2 core, Ub-CHOP2 coupled fluorogenic reporter, 485/531. Potency, µM (doses to about 38.3 µM), for inactives: top-dose activity change, negative = inhibition, usual class: inhibitors. actives 0.01% (n = 330,000). AID 463254, 2010;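 also: potency is read from the fitted curve at half-maximal effect; plate controls were DMSO wells for no effect and full inhibition by NEM control for full effect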
Target sequence (O75604 whole entry, looked up): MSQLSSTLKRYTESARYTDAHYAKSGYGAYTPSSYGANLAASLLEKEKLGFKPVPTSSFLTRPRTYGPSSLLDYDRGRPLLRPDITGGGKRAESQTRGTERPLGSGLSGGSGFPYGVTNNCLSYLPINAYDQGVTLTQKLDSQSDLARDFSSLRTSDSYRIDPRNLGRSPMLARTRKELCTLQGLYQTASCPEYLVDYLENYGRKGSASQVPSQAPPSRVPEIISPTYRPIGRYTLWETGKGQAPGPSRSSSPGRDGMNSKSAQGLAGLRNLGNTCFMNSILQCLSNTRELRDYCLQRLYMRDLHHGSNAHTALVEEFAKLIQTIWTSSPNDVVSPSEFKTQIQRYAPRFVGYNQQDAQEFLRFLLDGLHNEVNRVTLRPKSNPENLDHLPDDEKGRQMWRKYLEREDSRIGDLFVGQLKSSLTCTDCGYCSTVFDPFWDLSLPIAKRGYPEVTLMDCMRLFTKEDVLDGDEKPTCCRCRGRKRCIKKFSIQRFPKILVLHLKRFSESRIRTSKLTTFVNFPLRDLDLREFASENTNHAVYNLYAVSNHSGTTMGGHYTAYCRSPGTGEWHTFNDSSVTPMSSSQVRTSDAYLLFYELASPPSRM
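USP2 core (10nM final) preincubated 30min RT with compound in 20mM Tris-HCl pH 8.0, 2mM CaCl2, 2mM beta-mercaptoethanol, 0.05% CHAPS; 25nM Ub-CHOP2 plus 25nM reporter substrate added, fluorescence (Ex485/Em531) read after 60min.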
PKM2 activator: qHTS Assay for Activators of Human Muscle isoform 2 Pyruvate Kinase. purified PKM2, Kinase-Glo ATP luminescence, activation; response scale: 0% is enzyme alone, no compound. Potency, µM (top dose mostly 57.5 µM), without a hit: at the top dose activation, hits mostly activators. actives 0.34% (n = 260,000). AID 1631, 2009; also: potency is read from the fitted curve at half-maximal effect; % is scaled to controls: 0 for no effect and ±100 for the full control effect; nearly all actives have a fitted effect of over 55% in size
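Kinase-Glo luminescence reports ATP generated from ADP (0.1 mM) and PEP (0.5 mM) by purified hPK-M2 after 1 h at room temperature, pH 7.2 imidazole buffer; intermediate enzyme activity allows detecting inhibitors and activators.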
KCNH2 3.1 block: qHTS for Inhibitors of KCHN2 3.1: Mutant qHTS | activity change, % (tested at about 1.8 µM) | actives 0.95% (n = 340,000) | U2OS KCNH2 3.1, thallium flux FluxOr; hits give low values | AID 720553, 2013;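 active = maximum activity change below -70%; inconclusive = maximum activity change from -70% to -50%; inactive = maximum activity change above -50%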;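 also: thallium influx rate constant from kinetic fluorescence after stimulation buffer; % is scaled to controls: 0 for no effect and ±100 for the full control effect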
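Steps: virus added to U2OS suspension (4 h, RT, dark); medium with 10% FBS added, cells plated, 37 C overnight; FluxOr/Red40 loading buffer 45 min RT; stimulation buffer, 2 min kinetic read; rate constant normalized.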
hERG WT inh: qHTS for Inhibitors of KCHN2 3.1: Wildtype qHTS | Voltage-gated inwardly rectifying potassium channel KCNH2 (Homo sapiens), Q12809 | U2OS, BacMam KCNH2, thallium flux FluxOr; hits give low values | activity change, % at 1.84 µM | actives 0.37% (n = 340,000);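 active = maximum activity change below -70%; inconclusive = maximum activity change between -70% and -50%; inactive = maximum activity change above -50%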; also: % is scaled to controls: 0 for no effect and ±100 for the full control effect
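U2OS cells transduced with wild-type KCNH2 virus are loaded with FluxOr dye for 45 min, and thallium flux is measured in kinetic reads before and after stimulation buffer. Rate constants are normalized to DMSO controls.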
Menin-MLL TR inh: qHTS Assay for Inhibitors Targeting the Menin-MLL Interaction in MLL Related Leukemias: Competition With Texas Red Labeled MLL-derived Mutant Peptide. O00255. Menin + Texas Red MLL mutant peptide, fluorescence polarization. Potency, µM (doses to about 61.6 µM), without a hit: at the highest dose FP activity change, negative = inhibition, actives largely listed as inhibitors. actives 0.23% (n = 270,000); active = well fitted inhibition curve with a large enough effect in the polarisation, with a control signal flat, not every such curve was filed as active; inconclusive = small, poorly fitted or top-dose-only effect, or effect the other way, or a change in a side signal; inactive = no such curve, though single readings can be large or run the other way; the % refers to the polarisation; also: potency is read from the fitted curve at half-maximal effect; % of control where 0% means no effect; many of its hits are not listed in these tables
MLL CXXC-DNA inh: qHTS Fluorescence Polarization Assay for Inhibitors of MLL CXXC domain - DNA interaction. Histone-lysine N-methyltransferase 2A (Homo sapiens), Q03164. MLL-CXXC / FITC-HOXA9 DNA fluorescence polarization. Potency, µM (highest dose often 115 µM), for inactives: at the top dose activity change, negative = inhibition, actives largely listed as inhibitors. actives 0.037% (n = 290,000). AID 2662, 2010; active = well fitted inhibition curve with a large enough effect in the polarisation, with a control signal flat, not every such curve was filed as active; inconclusive = small, poorly fitted or top-dose-only effect, or effect the other way, or a change in a side signal; inactive = no such curve, though single readings can be large or run the other way; the % refers to the polarisation; also: potency is read from the fitted curve at half-maximal effect
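Purified MLL-CXXC (added from a 7 uM solution) was preincubated 5 min at ambient with pinned compounds in 50 mM Tris-HCl pH 7.5, 50 mM NaCl, 1 mM DTT, 0.05% BSA. Fluorescein-labeled HOX-A9 DNA (50 nM solution) followed, 30 min, then polarization read.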
GALK inh: qHTS Assay for Inhibitors of Human Galactokinase (GALK); Potency, µM (series often up to 57.5 µM), for inactives: top-dose activity change, negative = inhibition, hits mostly inhibitors; Purified GALK, Kinase-Glo residual ATP luminescence; actives 0.007% (n = 270,000); AID 1868, 2009; P51570; also: potency is read from the fitted curve at half-maximal effect; % is scaled to controls: 0 for no effect and ±100 for the full control effect
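Compounds were pin-transferred into ATP buffer (35 uM final), then GALK plus galactose (5 nM, 100 uM final) was added. After 1 h at room temperature, Kinase-Glo Plus was added and luminescence read after 10 min.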
Giardia kill: Small Molecules that selectively kill Giardia lamblia: qHTS; Giardia lamblia trophozoite viability; actives 0.15% (n = 340,000); activity change, % at 7.66 µM, hits read low; in the data active = activity change below about -80%; inconclusive = between about -30% and that limit;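 also: parasites exposed to compound for two days anaerobically before the ATP read; % is scaled to controls: 0 for no effect and ±100 for the full control effect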
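Trophozoites 100 cells/well + cpd; 48 hrs, 37 deg C, anaerobic. ATPLite 1-Step added, 15-30 min RT, luminescence read (ATP-based viability).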
Coupling enz: qHTS Assay for Inhibitors of Fructose-1,6-bisphosphate Aldolase from Giardia Lamblia: Coupling assay counterscreen; coupling enzyme system counterscreen, AmpLite Red fluorescence; activity change, negative = inhibition, % at 58.2 µM, hits read low; actives 0.67% (n = 290,000); in the data active = activity change below about -30%; also: % is scaled to controls: 0 for no effect and ±100 for the full control effect
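Activity here indicates interference with the coupling reaction, not aldolase inhibition. Compounds at 57.5 uM final met coupling enzymes for 10 min at RT; substrate and AmpLite Red detection followed, with a 525/598 nm fluorescence read after 20 min.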
TRPV1 ag: HTS Assay for Compounds that Act as Agonists of the Vanilloid Receptor 1. TRPV1-expressing cells, Fluo-8 calcium influx, agonist mode. Transient receptor potential cation channel subfamily V member 1 (Homo sapiens), Q8NER1. actives 0.19% (n = 320,000). activation, % at 8.33 µM; in the data active = activation above about 80%; inconclusive = between about 30% and that limit; also: 0% is about no effect
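Fluo-8 calcium influx in TRPV1-expressing cells, kinetic read (ex 480/em 520 nm). Compound added and read 3 min for agonist activity, followed by capsaicin at EC20 final and 2 min further read for enhancement.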
B2AR arrestin: qHTS assay of beta-arrestin-biased ligands of beta2-adrenergic receptor. actives 0.02% (n = 330,000). beta-arrestin recruitment to beta2AR, cell-based reporter. Beta-2 adrenergic receptor (Homo sapiens), P07550. Potency, µM (series often up to 46.1 µM), without a hit: at the highest dose activation, most hits filed as activators. AID 492947, 2010;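 also: potency is read from the fitted curve at half-maximal effect; 0% = DMSO controls and full agonism = EC100 isoproterenol or metaproterenol; nearly all actives have a fitted effect of over 65% in size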
Target sequence (P07550 whole entry, looked up): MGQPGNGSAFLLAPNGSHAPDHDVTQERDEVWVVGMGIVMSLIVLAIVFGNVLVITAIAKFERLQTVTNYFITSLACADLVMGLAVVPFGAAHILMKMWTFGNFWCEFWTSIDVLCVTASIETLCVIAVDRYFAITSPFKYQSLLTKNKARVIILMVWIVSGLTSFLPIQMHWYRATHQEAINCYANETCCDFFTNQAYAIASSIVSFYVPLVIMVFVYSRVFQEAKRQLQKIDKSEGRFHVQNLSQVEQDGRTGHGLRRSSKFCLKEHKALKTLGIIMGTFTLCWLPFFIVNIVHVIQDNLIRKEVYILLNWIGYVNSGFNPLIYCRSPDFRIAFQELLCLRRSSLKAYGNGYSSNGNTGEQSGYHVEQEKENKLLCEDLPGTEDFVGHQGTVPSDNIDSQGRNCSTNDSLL
* marks the source's active call; other numbers are inactive results; ? = inconclusive; . = not tested or not shown; [ ] = another dose, or the depositor's remark. Unless noted, calls follow the shape of the dose curve; as a rule, active = well fitted curve in the direction sought with a large enough effect; inconclusive = small, poorly fitted or top-dose-only effect, or another doubt; inactive = no such curve, though single readings can be large; an effect the other way counts as inactive or inconclusive.

SMILES	USP2a inh	PKM2 activator	KCNH2 3.1 block	hERG WT inh	Menin-MLL TR inh	MLL CXXC-DNA inh	GALK inh	Giardia kill	Coupling enz	TRPV1 ag	B2AR arrestin
COc1ccc(-n2nc(C(=O)NCC(=O)Nc3cc(C)ccc3OC)c3ccccc3c2=O)c(OC)c1	2%	-1%	-10	0	33%[activator]	-19%	1%	7	-1	-4	-0.2%
O=C(Nc1cccc([N+](=O)[O-])c1)C12CC3CC(C1)CC(n1cnc([N+](=O)[O-])n1)(C3)C2	0%	?	.	0	11%	?	0%	19	-1	0	-0.7%
COc1ccccc1CNC(=O)C(=O)NCC(c1ccco1)N1CCOCC1 (stereo not given)	3%	1%	1	1	-6%	0%	7%	11	0	-2	0.0%
Cc1ccc(-c2c(C(=O)O)c(C(=O)O)c3n2CSC3)cc1	7%	.	-10	-7	0%	-4%	-2%	8	7	2	0.2%
Cc1nc2ccc(NC(=O)COc3cccc(F)c3)cc2s1	8%	1%	3	-1	10%	2%	-4%	14	-2	1	-1.0%
c1csc(C2C3=C(Nc4ncnn42)c2ccccc2OC3)c1 (stereo not given)	-1%	6%	-1	-20	-10%	18%	2%	33[activator]	-3	-1	-0.4%
O=C(CCNS(=O)(=O)c1ccccc1F)N1CCN(Cc2ccccc2)CC1	-1%	.	2	-7	.	.	.	-7	.	-1	-0.1%
Oc1ccccc1N1CCN(C(c2ccccc2)c2ccccc2)CC1	4%	7%	-10	-9	4%	19%	-6%	13	1	10	-0.7%
O=c1cc(-c2ccc(O)cc2)oc2c(C3O[C@H](CO)[C@@H](O)[C@H](O)[C@H]3O)c(O)cc(O)c12 (stereo not given in full)	0%	.	2	-8	.	.	.	11	.	3	-0.4%
CC1(C)C2CC=C(/C=N/NC(=O)c3ccc(Cl)cc3)C1C2 (stereo not given)	3%	-4%	-7	-27	-5%	5%	0%	1	-4	?	-0.2%
Cc1cc(C)nc(-n2nc(C)cc2NC(=O)c2cc(=O)c3ccccc3o2)n1	-7%	-5%	.	.	-6%	5%	-4%	.	1	-2	-0.2%
CCC(=O)Nc1nc(-c2cc([N+](=O)[O-])cs2)cs1	0%	-4%	-9	-7	?	1%	-1%	?	0	18	-0.1%
CCN(CC)C(=O)c1sc2c(c1C)c(=O)n(-c1ccc(OC)cc1OC)c(=O)n2CC(=O)c1ccccc1	-2%	-5%	8	-2	-6%	7%	-1%	-6	1	0	0.0%
CCN(CC)C(=O)[C@H]1C[C@H](CC(=O)NCc2cccc(C(F)(F)F)c2)C(=O)N2CCc3c([nH]c4cc(CCC(=O)N(C)C)ccc34)[C@]12C	0%	.	-3	1	.	.	.	-14	.	.	-0.5%
CCN(CC)S(=O)(=O)c1ccc(NC2=NS(=O)(=O)c3ccccc32)cc1	4%	-5%	-1	6	8%	0%	3%	-12	4	?	-0.2%
C=CCOC(=O)/C=C/C(=O)NC(N)=O	3%	-11%	0	5	-25%	15%	0%	8	-1	-6	-0.8%
C[n+]1ccccc1COc1ccc(C(C)(C)C)cc1	1%	-3%	-1	-3	0%	-1%	.	3	-1	-1	-0.4%
O=[N+]([O-])c1ccc2[nH]c(O)c(N=NC3CS(=O)(=O)CC3O)c2c1 (stereo not given)	2%	3%	19	4	.	5%	0%	-17	-5	1	0.3%
CCOC(=O)c1oc2ccc(S(=O)(=O)N3CCC(C)CC3)cc2c1C	3%	0%	-5	3	-7%	-5%	0%	6	2	1	0.0%
O=S1(=O)CCC(SCc2nc3sccn3c2Br)C1 (stereo not given)	2%	0%	-9	-12	0%	3%	8%	14	1	0	-0.7%
CC1CCN(CC(=O)Nc2ccccc2-c2ccccc2)CC1	-1%	18%	5	-5	?	6%	1%	-6	5	-3	-0.6%
Cc1ccccc1CNC(=O)Cc1ccccc1[N+](=O)[O-]	2%	-2%	28	1	32%[activator]	4%	.	-3	-2	27	-1.3%
CCOc1ccc(NC(=O)N[C@@H](CCSC)C(=O)OC)cc1	2%	-5%	1	-2	-7%	2%	-1%	16	4	-2	-0.7%
CCOc1ccc(CN2CCC(Cc3ccccc3)CC2)cc1	-1%	1%	-92*	-85*	-27%	22%	5%	-5	-1	5	0.0%
CC(=O)Nc1ccc(C(=O)OCC(=O)NCc2ccccc2)cc1	1%	6%	4	0	12%	12%	1%	-10	5	1	-0.3%
CCOC(=O)c1ccc2nc(CCC(=O)N[C@H](C(=O)OC)C(C)C)c(=O)n(CC)c2c1	1%	-8%	19	-3	?	17%	2%	6	-2	3	0.3%
CCCN1C2CCCC1CC(NC(=O)c1ccccc1F)C2 (stereo not given)	0%	-1%	-6	25	-16%	5%	0%	3	3	-1	-0.1%
Cc1ccc(C(=O)NCC(=O)OCC(=O)N(CC(C)C)c2c(N)n(Cc3ccccc3)c(=O)[nH]c2=O)cc1	0%	.	7	-3	.	.	.	7	.	-1	0.0%
O=C(NCc1ccccc1)c1cccnc1Sc1ccccc1	0%	.	-9	-2	-3%	4%	5%	30	1	-6	0.3%
C=C(C)Cn1c(CN(C)Cc2ccccc2)nc2c1c(=O)n(C)c(=O)n2C	-2%	1%	6	-1	-1%	4%	-2%	3	1	-1	-0.9%

Another view of some results above:
mol,USP2a inh,PKM2 activator,KCNH2 3.1 block,hERG WT inh,Menin-MLL TR inh,MLL CXXC-DNA inh,GALK inh,Giardia kill,Coupling enz,TRPV1 ag,B2AR arrestin
CCOc1ccc(NC(=O)N[C@@H](CCSC)C(=O)OC)cc1,2%,-5%,1,-2,-7%,2%,-1%,16,4,-2,-0.7%
CCOC(=O)c1oc2ccc(S(=O)(=O)N3CCC(C)CC3)cc2c1C,3%,0%,-5,3,-7%,-5%,0%,6,2,1,0.0%
CCOc1ccc(CN2CCC(Cc3ccccc3)CC2)cc1,-1%,1%,-92*,-85*,-27%,22%,5%,-5,-1,5,0.0%

Limited to B2AR arrestin and GALK inh, for 3 of the compounds above:
canonical_smiles | B2AR arrestin | GALK inh
COc1ccccc1CNC(=O)C(=O)NCC(c1ccco1)N1CCOCC1 (stereo not given) | 0.0% | 7%
Cc1ccc(-c2c(C(=O)O)c(C(=O)O)c3n2CSC3)cc1 | 0.2% | -2%
Cc1nc2ccc(NC(=O)COc3cccc(F)c3)cc2s1 | -1.0% | -4%

(list continues)
SMILES	USP2a inh	PKM2 activator	KCNH2 3.1 block	hERG WT inh	Menin-MLL TR inh	MLL CXXC-DNA inh	GALK inh	Giardia kill	Coupling enz	TRPV1 ag	B2AR arrestin
COc1ccc(S(=O)(=O)Nc2ccc3c(c2)N(C(C)=O)CCC3)cc1OC	1%	.	9	0	.	.	.	9	.	6	0.1%
O=C(CSc1ncc(-c2ccccc2)[nH]1)Nc1ccccc1	-2%	5%	-2	6	.	7%	-1%	6	-1	12	0.1%
Cc1c(C(=O)c2ccccc2)c(=O)n(C)c(=O)n1C	1%	0%	4	-21	4%	11%	5%	2	-1	0	-0.2%
COc1cccc(OC)c1OCCN1CCCC1	1%	-1%	6	5	-2%	-6%	5%	-18	0	4	-0.7%
Cc1ccc(NC(=O)c2cc(NC(=O)c3ccccc3C(=O)O)ccc2N2CCCCC2)cc1	-11%	1%	-12	4	18%	6%	-6%	-5	-10	13	-1.4%
COc1ccc2c(C#N)c3ccccn3c2c1	5%	0%	7	3	?	?	-1%	2	-37*	9	-0.2%
CCN(CC)CCNc1nc(-n2nc(C)cc2C)nc2sc3c(c12)CC(C)(C)OC3	3%	1%	-15	-1	.	5%	1%	-1	0	9	11%

The list is partial; rates above refer to the full screens.
